# TSG101-PTAP inh: qHTS Assay for Iinhibitors of HIV-1 Budding by Blocking the Interaction of PTAP/TSG101; 340,000 tested, under 10 active; Fluorescence polarization, FITC-PTAP peptide / Tsg101 binding; AID 493005, 2010; Tumor susceptibility gene 101 protein (Homo sapiens), Q99816; Potency, µM (series often up to 115 µM), for inactives: top-dose activity change, negative = inhibition, hits mostly inhibitors; active = well fitted inhibition curve with a large enough effect in the main read-out, with a control signal flat, not every such curve was filed as active; inconclusive = small, poorly fitted or top-dose-only effect, or effect the other way, or a change in a side signal; inactive = no such curve, though single readings can be large or run the other way; also: potency is read from the fitted curve at half-maximal effect; % of control where 0% means no effect
# Target sequence (Q99816 whole entry, looked up): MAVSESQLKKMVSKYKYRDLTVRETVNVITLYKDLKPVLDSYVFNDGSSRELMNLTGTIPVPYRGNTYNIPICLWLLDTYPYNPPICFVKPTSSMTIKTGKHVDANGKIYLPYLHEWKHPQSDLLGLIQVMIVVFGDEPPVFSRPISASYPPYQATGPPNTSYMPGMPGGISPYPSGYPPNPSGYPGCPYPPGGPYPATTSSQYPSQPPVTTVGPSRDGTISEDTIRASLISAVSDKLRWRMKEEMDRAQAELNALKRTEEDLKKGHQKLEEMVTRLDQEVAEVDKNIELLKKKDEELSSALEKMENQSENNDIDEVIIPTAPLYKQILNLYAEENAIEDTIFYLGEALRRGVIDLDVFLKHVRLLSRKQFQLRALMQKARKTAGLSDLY
#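 Fluorescence anisotropy tracks displacement of a FITC-tagged PTAP peptide (50 nM) from the Tsg101 binding domain (10 uM), following a 20 min room-temperature incubation at pH 7.5.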
# TCR activator: Activators of T cell receptors: qHTS campaign; primary human leukocytes, anti-CD3, IL-2 HTRF, 48 h; Potency, µM (top dose mostly 9.22 µM), for inactives: top-dose activation of IL-2 secretion, usual class: activators; 330,000 tested, under 10 active; AID 504894, 2011; also: % of control where 0% means no effect
#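 48 hr co-incubation of compounds, a-CD3 beads and primary human leukocytes; IL-2 quantified homogeneously by HTRF with anti-IL-2 K and d2 conjugates.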
# Integrin act MD: qHTS for Activators of Integrin-Mediated Alleviation for Muscular Dystrophy | alpha7betagal myoblasts, beta-gal FDG fluorescence, 48 h | Potency, µM (series often up to 38.3 µM), for the others: at the top dose activation, usual class: activators | 0.064% of 350,000 active | AID 624291, 2012;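 also: potency is read from the fitted curve at half-maximal effect; 100% = response of the positive control SU9516; nearly all actives have a fitted effect of over 60% in size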
#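 alpha7betagal+/- myoblasts (passage 13, 250/well) treated 48 h at 37C with compounds at 1:260 dilution of DMSO stock. Lysed, then beta-galactosidase activity read as FDG fluorescence (ex 480/em 540) after 30 min, with pre-read for autofluorescence.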
# S-ASM inh: Inhibitors of Secretory Acid Sphingomyelinase (S-ASM): qHTS; Sphingomyelin phosphodiesterase (Homo sapiens), P17405; placental ASM, HMU-PC fluorogenic substrate, 60 min; Potency, µM (highest dose often 57.5 µM), for inactives: at the top dose activity change, negative = inhibition, usual class: inhibitors; 0.006% of 340,000 active; also: potency is read from the fitted curve at half-maximal effect
# Target sequence (P17405 47-631 limits assumed): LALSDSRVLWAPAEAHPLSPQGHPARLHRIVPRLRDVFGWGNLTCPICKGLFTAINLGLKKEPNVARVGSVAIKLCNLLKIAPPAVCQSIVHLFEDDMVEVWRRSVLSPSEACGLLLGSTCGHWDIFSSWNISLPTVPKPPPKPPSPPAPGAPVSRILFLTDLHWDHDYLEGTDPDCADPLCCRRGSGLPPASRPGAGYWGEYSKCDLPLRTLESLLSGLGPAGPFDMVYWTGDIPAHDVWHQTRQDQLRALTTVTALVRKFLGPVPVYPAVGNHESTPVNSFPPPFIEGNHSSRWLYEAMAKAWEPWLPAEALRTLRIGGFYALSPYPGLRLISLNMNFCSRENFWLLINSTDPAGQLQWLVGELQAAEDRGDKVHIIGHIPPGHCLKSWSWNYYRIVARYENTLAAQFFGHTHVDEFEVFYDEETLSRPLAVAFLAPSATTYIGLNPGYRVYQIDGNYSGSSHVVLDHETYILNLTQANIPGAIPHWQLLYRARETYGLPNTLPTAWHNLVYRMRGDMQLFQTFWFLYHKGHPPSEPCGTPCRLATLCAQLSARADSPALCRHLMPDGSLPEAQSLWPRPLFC
#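 Steps: dispense placental human ASM, pin compound, wait 10 min at room temperature, add HMU-PC0 substrate at 9 uM final, incubate 60 min at 37 °C, add stop solution raising pH to 10, read fluorescence.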
# Active calls of the source: *; ? = inconclusive; nt = no result given; [ ] = remark or other dose. Unless noted, calls follow the shape of the dose curve; as a rule, active = well fitted curve in the direction sought with a large enough effect; inconclusive = small, poorly fitted or top-dose-only effect, or another doubt; inactive = no such curve, though single readings can be large; an effect the other way counts as inactive or inconclusive. Not all compounds are listed. The share of hits here may be higher or lower than overall.
# Value order – TSG101-PTAP inh, TCR activator, Integrin act MD, S-ASM inh
- CCOP(=S)(OCC)N1CC1
  -0.2%, 4.0%, 15.0%, 7.0%
- COC(=O)C1=C(c2ccccc2)C[C@@H]2CC[C@H]1N2C(=O)NC1CCCCC1
  2.3%, -3.4%, 25.6%, 5.7%
- COc1cc([N+](=O)[O-])c2nc(C)ccc2c1[N+](=O)[O-]
  -3.8%, -0.8%, -51.6%[inhibitor], -5.7%
- Cc1cccc(-n2c(CN3C(=O)c4ccccc4C3=O)nc3ccccc3c2=O)n1
  -5.5%, -1.9%, -0.4%, -4.9%
- CC1C(c2ccccc2)OC(=O)N1C (stereo not drawn)
  -8.5%, -3.4%, 22.4%, 4.2%
- O=P(Oc1ccc(-c2ccccc2)cc1)(N1CC1)N1CC1
  -0.6%, 5.9%, -37.9%, ?
- C/C=C1/CN2[C@@H]3C4CO[C@@H]3c3c([nH]c5cc(OC)ccc35)[C@@H]2CC14 (stereo partly drawn)
  -3.5%, 3.1%, 5.2%, -2.3%
- COc1ccc(C=C2C(=O)NC(=S)NC2=O)cc1OC
  -3.9%, 0.8%, -5.0%, -2.3%
- Cc1ccccc1NC(=NCCCN1CC1)Nc1ccccc1C
  0.9%, 0.3%, -51.1%[inhibitor], 16.9%
- CCC1(CC)COP(=O)(OCC(Cl)CCl)OC1 (stereo not drawn)
  -1.0%, -3.0%, -28.6%, -0.1%
- Clc1ccccc1C1=NCc2nncn2-c2sc(Br)cc21
  -8.5%, 2.4%, -7.3%, 1.6%
- CC[C@H]1CN(C)C[C@@]2(C(=O)OC)Cc3c([nH]c4ccccc34)C(=O)C[C@@H]12
  0.3%, -0.9%, -0.2%, -2.6%
- COc1cc2cc(C(=O)N3CC(COS(C)(=O)=O)c4ccc(O)cc43)[nH]c2c(OC)c1OC (stereo not drawn)
  -3.0%, -3.0%, -52.7%[inhibitor], -5.3%
- CN1Cc2cnnn2-c2ccccc2C1C#N (stereo not drawn)
  -4.3%, 10.1%, -7.4%, -8.4%
- C=C(C)[C@@]12OC3(c4ccccc4)O[C@@H]1C1[C@@H]4O[C@]4(CO)[C@@H](O)[C@]4(O)C(=O)C(C)=C[C@H]4[C@@]1(O3)[C@H](C)[C@H]2OC(=O)/C=C/C=C/c1ccccc1 (stereo partly drawn)
  -3.3%, 93.6%, -57.8%[inhibitor], ?

# Overlap with the part before: four compounds, followed by the next part.
# Value order – TSG101-PTAP inh, TCR activator, Integrin act MD, S-ASM inh
- CC[C@H]1CN(C)C[C@@]2(C(=O)OC)Cc3c([nH]c4ccccc34)C(=O)C[C@@H]12
  0.3%, -0.9%, -0.2%, -2.6%
- COc1cc2cc(C(=O)N3CC(COS(C)(=O)=O)c4ccc(O)cc43)[nH]c2c(OC)c1OC (stereo not drawn)
  -3.0%, -3.0%, -52.7%[inhibitor], -5.3%
- CN1Cc2cnnn2-c2ccccc2C1C#N (stereo not drawn)
  -4.3%, 10.1%, -7.4%, -8.4%
- C=C(C)[C@@]12OC3(c4ccccc4)O[C@@H]1C1[C@@H]4O[C@]4(CO)[C@@H](O)[C@]4(O)C(=O)C(C)=C[C@H]4[C@@]1(O3)[C@H](C)[C@H]2OC(=O)/C=C/C=C/c1ccccc1 (stereo partly drawn)
  -3.3%, 93.6%, -57.8%[inhibitor], ?
- COC(=O)C1=C(c2ccccc2)C[C@@H]2CC[C@H]1N2C(=O)NCC1CC1
  -1.2%, 2.7%, 0.1%, 1.1%
- CC(N)C(=O)NC1C2C(=C(O)CC(O)C2O)C(=O)OC1(C)C(Cl)Cl (stereo not drawn)
  -9.3%, 1.2%, -51.9%[inhibitor], 6.7%
- CSc1ccccc1NP1(=O)OCC(C)([N+](=O)[O-])CO1 (stereo not drawn)
  -5.5%, -5.1%, ?, 4.5%
- COc1ccc(C(O)C(C)NC(C)C(O)c2ccc(OC)cc2)cc1 (stereo not drawn)
  0.9%, 1.2%, 41.1%, 2.3%
- CC1([N+](=O)[O-])COP(=O)(Nc2cccc(F)c2)OC1 (stereo not drawn)
  -1.9%, 0.1%, 0.0%, 2.6%
- CC1=C(C)CC2(C(=O)NC(=S)NC2=O)C(C)C1 (stereo not drawn)
  -1.4%, -7.4%, -10.2%, 3.1%
- COc1ccc(S(=O)(=O)N2Cc3cnnn3-c3ccccc3C2C#N)cc1 (stereo not drawn)
  -1.1%, -3.9%, -17.9%, 4.9%
- COC(=O)C1=C(c2ccccc2)C[C@@H]2CC[C@H]1N2C(=O)NCc1ccc(F)cc1
  -2.5%, -0.4%, 23.5%, 2.9%
- O=C1NCCCCC1(Cl)Cl
  -4.1%, -4.4%, 13.5%, -5.2%
- CSc1ncc(Br)c(N2CC2)n1
  -5.3%, -1.6%, 12.8%, -0.7%
- C=C(C)CC1(CC)C(=O)NC(=S)NC1=O
  -5.2%, 0.4%, 7.3%, 7.3%
- COC(=O)C1=C(c2cccc(OC)c2OC)C[C@@H]2CC[C@H]1N2C(=O)N1CCOCC1
  -1.3%, -0.5%, 28.4%, 7.2%
- O=C1NC2C(=CC(O)C(O)C2O)c2cc3c(cc21)OCO3 (stereo not drawn)
  0.4%, -2.7%, 0.0%, 1.8%
- COc1ccc2c(c1)NP(=S)(c1ccccc1)N2C (stereo not drawn)
  -6.9%, -9.2%, 2.8%, -7.0%
- COC(=O)C1=C(c2ccccc2)C[C@@H]2CC[C@H]1N2C(=O)N1CCCC1
  -0.6%, 2.5%, -34.8%, -1.6%

# More results.
# Value order – TSG101-PTAP inh, TCR activator, Integrin act MD, S-ASM inh
- Cc1nc2ccsc2c(=O)n1-c1ccccc1Cl
  -2.4%, 2.3%, -0.6%, 0.6%
- CC1([N+](=O)[O-])COP(=O)(NC2CC2)OC1 (stereo not drawn)
  -2.9%, -1.6%, 16.2%, 5.9%
- O=C1NC2C(=CC(O)C(O)C2O)c2cc3c(c(O)c21)OCO3 (stereo not drawn)
  -4.4%, -3.7%, ?, 349.7%[activator]
- COC(=O)C1=C(c2cccc(OC)c2OC)C[C@@H]2CC[C@H]1N2C(=O)N1CCC(C)CC1
  -5.6%, 5.7%, 8.8%, 2.3%
- Oc1c(Cl)cccc1Cc1cc(Cl)cc(Cl)c1O
  -11.0%, 3.5%, -4.6%, -6.8%
- COC(=O)C1=C(c2cc3ccccc3s2)C[C@@H]2CC[C@H]1N2C(=O)NCC1CC1
  -1.2%, 4.1%, -12.6%, -0.1%
- COc1ccc2c(c1)NP(=S)(c1ccccc1)N2 (stereo not drawn)
  -13.7%, -1.1%, -1.9%, -1.9%
- O=C1NC(=O)C(=Cc2c(Cl)cccc2Cl)C(=O)N1
  -5.7%, -2.5%, 24.5%, -0.2%
- COC(=O)C1=C(c2cc3ccccc3o2)C[C@@H]2CC[C@H]1N2C(=O)NC(C)C
  -0.1%, -2.8%, -2.5%, 3.6%
- O=C1NC(=O)C2(CCN(S(=O)(=O)c3ccccc3)CC2)C(=O)N1
  -6.8%, 1.8%, ?, 0.6%
- O=C(NN=Cc1ccc(N(CCCl)CCCl)cc1)c1cccnc1
  -4.5%, -1.2%, -0.2%, 1.2%
- CCOc1ccc(N)cc1
  -4.9%, -2.9%, 43.7%, -3.4%
- CC1=CC2OC3CC4OC(=O)C=CC=CC(C(C)O)OCC(O)C5(C)OC5C(=O)OCC2(CC1O)C4(C)C31CO1 (stereo not drawn)
  -4.6%, 1.4%, ?, 5.1%
- CN1C(=O)C[N+]([O-])=C(c2ccccc2)c2cc(Cl)ccc21
  -4.7%, -2.9%, 1.7%, 3.0%
- COc1cc2c(c(OC)c1OC)-c1ccc(O)cc1C(NC(C)=O)CC2 (stereo not drawn)
  -4.6%, -3.6%, -27.6%, -1.1%

# Continued.
molecule	TSG101-PTAP inh	TCR activator	Integrin act MD	S-ASM inh
COC(=O)C1=CO[C@@H](C)[C@H]2CN3CC[C@]4(C(=O)Nc5ccccc54)[C@@H]3C[C@H]12	-6.8%	-5.9%	10.7%	-2.4%
CCN(c1ccccc1)S(=O)(=O)c1ccc(C(=O)NCC(c2ccccc2OC)N2CCCC2)cc1 (stereo not drawn)	-5.2%	4.0%	-45.9%[inhibitor]	-2.0%
CCC1=CCN(CCc2c(C)[nH]c3ccccc23)CC1	1.7%	-0.9%	-15.3%	6.6%
CC(=O)OC1CCC2(C)C(=CC(=O)C3C2CCC2(C)C(OC(C)=O)CCC32)C1 (stereo not drawn)	-3.2%	2.9%	2.8%	-1.2%
COC(=O)C1=C(c2ccc(S(C)(=O)=O)cc2)C[C@@H]2CC[C@H]1N2C(=O)NCc1ccco1	-1.7%	0.5%	-4.0%	8.7%
COCCn1c(-c2ccccc2)cc(C(=O)O)c1C	-1.5%	-3.0%	-10.6%	1.5%
CCCC[n+]1cc(=N)o[n-]1	-2.9%	-11.9%	-24.7%	3.4%
C=CC(=O)OCCO	2.0%	-2.1%	-43.9%	0.6%
COC(=O)C1=C(c2cccc(OC)c2OC)C[C@@H]2CC[C@H]1N2C(=O)NCc1ccco1	0.7%	4.0%	-6.1%	0.5%
CN1C(=O)C(C)(C2=CCCCC2)C(=O)NC1=S (stereo not drawn)	-3.9%	0.6%	23.0%	2.5%
CCC1(CC(C)c2ccccc2)C(=O)NC(=O)NC1=O (stereo not drawn)	-3.0%	1.1%	0.7%	0.3%
Nc1ccc(-c2ccccc2)cc1	-1.0%	0.7%	-9.7%	-3.9%
Cc1nc(C)c(C(=O)NN=Cc2ccc(N(CCCl)CCCl)cc2)s1	-1.1%	-3.1%	12.5%	113.4%[activator]
O=[N+]([O-])c1ccc(N2CC2)c([N+](=O)[O-])c1	-2.2%	0.9%	2.0%	-3.5%
CC1CC2(C)C(CCC3C2CCC2(C)C(OP(=O)(N4CC4)N4CC4)CCC32)CC1=O (stereo not drawn)	0.3%	-1.3%	5.7%	-7.3%

# Further compounds
molecule	TSG101-PTAP inh	TCR activator	Integrin act MD	S-ASM inh
CC=C(CC)C1(CC)C(=O)NC(=S)NC1=O	1.3%	0.4%	16.4%	-1.5%
CC(CC(C)(C)N1CC1)=NO	-5.5%	0.4%	0.0%	-0.6%
CC(=O)OC1CCC2(C)C(CCC3C4CC(N5CC5)C(C(C)=O)C4(C)CC(=O)C32)C1 (stereo not drawn)	-2.2%	-2.8%	-26.2%	7.1%
COC(=O)C12CCc3c(ccc4cc(OC)ccc34)C1=CC(=O)C2 (stereo not drawn)	0.1%	-7.3%	23.1%	nt
CC1CN1P1(=O)OCC(C)([N+](=O)[O-])CO1 (stereo not drawn)	1.2%	-3.2%	6.1%	1.4%
COC/C=C1\CN2C3C[C@@H]1[C@H]1COC4=Nc5cc(OC)c(OC)c(OC)c5[C@@]43C[C@@H]12	-10.1%	4.9%	-8.7%	-4.0%
O=C(Nc1ccccc1)c1c(O)[nH]c(=O)[nH]c1=O	-2.9%	-3.9%	25.1%	4.2%
C(=NN1CCCCCC1)c1c[nH]c2ccccc12	-4.2%	-2.5%	6.3%	1.7%
COC(=O)C1=C(c2cc3ccccc3s2)C[C@@H]2CC[C@H]1N2C(=O)N1CCOCC1	0.4%	8.9%	-19.0%	-1.6%
CC1(C)CC2CCC(O)C2C(CCO)N1 (stereo not drawn)	-0.5%	-5.5%	12.8%	2.0%
CC1(C(=O)O)CC12c1ccccc1-c1ccccc12 (stereo not drawn)	-1.5%	-6.1%	9.5%	2.5%
COC(=O)C1=C(c2ccccc2)C[C@@H]2CC[C@H]1N2C(=O)NCCCOC(C)C	-3.1%	1.7%	22.9%	-4.2%
O=C(NN=Cc1ccc(N(CCCl)CCCl)cc1)C(=O)c1c[nH]c2ccccc12	1.7%	3.0%	-23.0%	?
Cc1ccc(N/N=C/C=C/c2ccco2)cc1	-1.6%	-6.5%	-12.9%	221.9%[activator]

# Part of the list above, with each value named:
Structure: O=C(Nc1ccccc1)c1c(O)[nH]c(=O)[nH]c1=O
  TSG101-PTAP inh: -2.9%; TCR activator: -3.9%; Integrin act MD: 25.1%; S-ASM inh: 4.2%

Structure: C(=NN1CCCCCC1)c1c[nH]c2ccccc12
  TSG101-PTAP inh: -4.2%; TCR activator: -2.5%; Integrin act MD: 6.3%; S-ASM inh: 1.7%

Structure: COC(=O)C1=C(c2cc3ccccc3s2)C[C@@H]2CC[C@H]1N2C(=O)N1CCOCC1
  TSG101-PTAP inh: 0.4%; TCR activator: 8.9%; Integrin act MD: -19.0%; S-ASM inh: -1.6%
